Assay outcomes from PubChem.
NPYLR7 agonist: mosquito NPYLR7 agonism | HEK293T NPYLR7/Galpha15, GCaMP6s calcium fluorescence | 270,000 compounds, 0.15% hits | AID 1259423 | activation, % at 10 µM; in the data active means activation above about 40%;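 further: 0% = vehicle and 100% = reference agonist at the receptor; some compounds past the cut are filed as inactive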
mcGAS inh: inhibitors of mouse cGAS; Q8C6L5; recombinant cGAS, Kinase-Glo ATP depletion luminescence; inhibition, % at 12.5 µM; 160,000 compounds, 0.15% hits;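 further: 0% = negative control wells and 100% = reference inhibitor with no enzyme activity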
hcGAS inh: human cGAS inhibition | recombinant h-cGAS, ATP depletion, Kinase-Glo luminescence | inhibition, % at 12.5 µM | AID 1259398 | 290,000 compounds, 0.081% hits;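 further: 0% = vehicle reaction and 100% = reaction without DNA for no activity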
Target sequence (Q8N884 whole entry, looked up): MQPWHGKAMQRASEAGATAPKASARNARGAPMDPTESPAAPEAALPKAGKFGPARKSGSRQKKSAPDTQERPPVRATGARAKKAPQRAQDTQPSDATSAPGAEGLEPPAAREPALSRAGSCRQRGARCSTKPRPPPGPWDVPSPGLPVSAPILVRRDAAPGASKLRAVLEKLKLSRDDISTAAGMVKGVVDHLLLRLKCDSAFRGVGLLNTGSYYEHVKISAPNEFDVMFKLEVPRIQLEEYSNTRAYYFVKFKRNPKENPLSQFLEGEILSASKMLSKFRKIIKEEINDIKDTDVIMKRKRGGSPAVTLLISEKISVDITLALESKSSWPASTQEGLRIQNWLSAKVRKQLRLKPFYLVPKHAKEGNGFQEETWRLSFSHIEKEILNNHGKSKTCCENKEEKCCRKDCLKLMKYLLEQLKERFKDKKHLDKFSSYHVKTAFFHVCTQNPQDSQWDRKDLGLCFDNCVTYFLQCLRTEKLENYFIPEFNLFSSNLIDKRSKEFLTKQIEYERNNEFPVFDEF
The depositor's hits bear a star; · = not tested or not shown. Unless noted, no stated cut-off is given here; in the data, active means inhibition above about 40%; inactive means the rest. The order is random. Share with any hit: about 0.27%.

[1] COCCN1CCN(c2nc(C(=O)NCCC(F)(F)F)cs2)C1=O
[2] Cc1cc(C)nc(NS(=O)(=O)c2ccc(NC(=O)c3cccc(C(F)(F)F)c3)cc2)n1
[3] COc1ccccc1CN(Cc1ccc(-n2cccn2)cc1)C1CC1
[4] CCN(CC)C(=O)C1CCCN(CC(=O)Nc2c(C)nn(CC)c2C)C1 (stereo not given)
[5] Cc1nn(C)c(C)c1CN(Cc1nc(-c2cnccn2)no1)C(C)C
[6] Cc1ccc(Cc2nsc(N3CCCN(C(=O)Nc4cccc(C#N)c4)CC3)n2)cc1
[7] CCOc1ccc(C(=O)N2CC[C@@](C)(O)[C@@H](CC(C)C)C2)cc1Cl
[8] O=C(c1ccc(Oc2ccccc2)cc1)C1CCCN(C(=O)CCc2cnccn2)C1 (stereo not given)

Screen / compound no. | 1 | 2 | 3 | 4 | 5 | 6 | 7 | 8
NPYLR7 agonist | -3 | 2 | 18 | -23 | 3 | -3 | · | 20
mcGAS inh | · | -7 | -12 | · | -10 | -4 | -11 | ·
hcGAS inh | -11 | -1 | -7 | 0 | -7 | -3 | -7 | -5

Look-ups from the list:
In NPYLR7 agonist, `Cc1cc(C)nc(NS(=O)(=O)c2ccc(NC(=O)c3cccc(C(F)(F)F)c3)cc2)n1` is entered as 2
In mcGAS inh, `CCOc1ccc(C(=O)N2CC[C@@](C)(O)[C@@H](CC(C)C)C2)cc1Cl` is entered as -11
In hcGAS inh, `COCCN1CCN(c2nc(C(=O)NCCC(F)(F)F)cs2)C1=O` is entered as -11
In mcGAS inh, `Cc1ccc(Cc2nsc(N3CCCN(C(=O)Nc4cccc(C#N)c4)CC3)n2)cc1` is entered as -4
In NPYLR7 agonist, `Cc1nn(C)c(C)c1CN(Cc1nc(-c2cnccn2)no1)C(C)C` is entered as 3
In mcGAS inh, `COc1ccccc1CN(Cc1ccc(-n2cccn2)cc1)C1CC1` is entered as -12

(cont.)
[9] O=C(c1c(F)cccc1Cl)N1CCOC(COc2ccc3c(c2)CCCC3)C1 (stereo not given)
[10] O=C(Nc1onc2c1CCCC2)c1nc2ccccc2s1
[11] CCOC1CC(NC(=O)Nc2nc(-c3ccccc3)ns2)C12CCC2 (stereo not given)
[12] CC(C)N(CC(=O)N(CCc1ccccc1)Cc1ccco1)S(=O)(=O)c1ccc2ccccc2c1
[13] O=S(=O)(Nc1ccc(S(=O)(=O)C(F)F)cc1)c1ccccc1Br
[14] COc1cc(OC)c(OC)cc1CNC(=O)c1sc2nc3n(c(=O)c2c1C)CCCCC3
[15] CCOc1ccc(NC(=S)NCCO)cc1
[16] Cc1ccc(CNC(C)(C)C)s1

Screen / compound no. | 9 | 10 | 11 | 12 | 13 | 14 | 15 | 16
NPYLR7 agonist | 4 | 12 | 5 | 5 | 0 | -11 | -1 | -5
mcGAS inh | 2 | -7 | · | -5 | · | · | · | ·
hcGAS inh | 4 | -8 | 1 | -2 | -3 | -8 | -10 | 4

[17] O=C(C=Cc1ccncc1)c1cccc([N+](=O)[O-])c1
[18] Cc1noc(C(C)NC(=O)N(CCCO)Cc2ccc(Cl)c(Cl)c2)n1 (stereo not given)
[19] O=[N+]([O-])c1ccc(O)c(/C=N\Nc2nc(N3CCCC3)nc(N3CCOCC3)n2)c1
[20] O=C(CN1CCOc2ccccc2C1)N1CCc2nc[nH]c2C1
[21] COc1ccccc1C1=NN(C(=O)CN2CCc3ccccc3C2)C(c2ccccc2OC)C1 (stereo not given)
[22] CC1CCCCN1CCCNC(=O)C(C1CCCC1)N1CCN(C(=O)c2cccc(F)c2)CC1 (stereo not given)
[23] CCCCCc1ccc(C(=O)N(CC(=O)c2c(C)c(C(=O)OC)n(CC)c2C)C2CCCCC2)cc1
[24] CCN(CC)C(=O)c1ccc[nH]1

Screen / compound no. | 17 | 18 | 19 | 20 | 21 | 22 | 23 | 24
NPYLR7 agonist | -8 | 11 | -12 | 18 | -9 | -3 | -10 | 12
mcGAS inh | · | · | -5 | · | 1 | -4 | -4 | ·
hcGAS inh | 0 | -9 | -3 | -2 | 2 | -2 | -5 | -13

[25] Cn1cc(C2c3nc[nH]c3CCN2Cc2cccn2-c2nccs2)cn1 (stereo not given)
[26] COc1cccc(CNC(=O)c2ccc(-c3cc(-c4ccccc4)n[nH]3)cc2)c1
[27] COC(=O)c1ccccc1C(=O)N1CCCC(CNC(=O)c2ccc(F)cc2)C1 (stereo not given)
[28] CC(C)(C)c1nnc2sc(SCC(=O)c3ccc4c(c3)OCCO4)nn2c1=O
[29] Cc1cccc(C)c1NC(=O)CCN1C(=O)CSc2ccccc21
[30] COc1cc(CN2CCn3nc(C(=O)N4CCC(n5c(=O)[nH]c6ccccc65)CC4)cc3C2=O)cc(OC)c1
[31] COc1ccc(C(=O)C2CCCN(C(=O)COc3ccc(Cl)cc3C)C2)cc1OC (stereo not given)
[32] C=CCN1CCC(NC(=O)NC2CCN(c3ccccc3)C2=O)CC1 (stereo not given)

Screen / compound no. | 25 | 26 | 27 | 28 | 29 | 30 | 31 | 32
NPYLR7 agonist | -1 | 11 | 2 | 3 | 1 | 16 | 1 | 5
mcGAS inh | · | -4 | · | · | · | -4 | -7 | ·
hcGAS inh | -3 | -4 | -11 | -3 | -6 | -2 | -3 | -18

[33] CCOC(=O)C1=C(O)/C(=C\c2ccc(O)cc2O)SC1=Nc1ccc(F)cc1
[34] Cc1cnc(CCNC(=O)c2ccc(C(F)(F)F)nc2C)s1
[35] CC1CN(C)C(=O)N(Cc2ccc(N(C)C)cc2)C1=O (stereo not given)
[36] CC(C)Nc1cc(N2CCC(C3(CCc4ccccc4)NC(=O)NC3=O)CC2)ncn1 (stereo not given)
[37] CCCN1C(=O)/C(=C\C=C2/C=CC=CN2CC)SC1=Nc1nc2ccccc2s1
[38] Cn1cc(C(=O)N2CCOCC2)c2[nH]c(=O)n(-c3ccc(Cl)cc3)c(=O)c21
[39] O=[N+]([O-])c1cc(S(=O)(=O)Nc2cc(Cl)ccc2-n2cncn2)ccc1Cl
[40] CCc1ccc(-c2nn(CC(=O)N3CCc4ccccc43)c(=O)c3nc(C)sc23)cc1

Screen / compound no. | 33 | 34 | 35 | 36 | 37 | 38 | 39 | 40
NPYLR7 agonist | 8 | 12 | -5 | 3 | -13 | 4 | 2 | 2
mcGAS inh | -7 | · | -2 | -16 | -5 | · | · | -7
hcGAS inh | -5 | -12 | 2 | -4 | -2 | -9 | -8 | 5

[41] C=CC(C1=CC(=O)C(OC)=CC1=O)c1ccc(OC)cc1 (stereo not given)
[42] O=C(Nc1ccc(Cc2nnc3ccccn23)cc1)C1CCS(=O)(=O)C1 (stereo not given)
[43] O=C(c1c(F)cccc1F)N1CCN(c2nc3nccc(-c4ccc(C5CCCCC5)cc4)n3n2)CC1
[44] CC(=O)N(Cc1ccccc1)Cc1nc2cc(Cl)ccc2o1
[45] O=C(O)c1nc2nc[nH]c2cc1Br
[46] C=C(C)Cn1c(=O)c2c(nc3n2CCN3c2cc(OC)ccc2OC)n(C)c1=O
[47] CCn1nc(-c2ccccc2)c(-c2ccccc2)c(C(=O)O)c1=O
[48] CCn1cc(C(=O)NC2CCCN(c3ccc(C)cc3)C2=O)cn1 (stereo not given)

Screen / compound no. | 41 | 42 | 43 | 44 | 45 | 46 | 47 | 48
NPYLR7 agonist | -7 | -6 | 6 | 1 | -4 | 10 | -3 | -24
mcGAS inh | · | -3 | -9 | -3 | · | · | -3 | ·
hcGAS inh | -5 | 0 | -9 | 0 | -8 | -9 | -7 | 0

[49] Cc1cccc(CC(=O)Nc2cc(C)nn2-c2ncnc3c2cnn3-c2ccccc2)c1
[50] COc1ccc(-c2noc(C3CCN(C(=O)c4ccc(Cl)nc4)CC3)n2)cc1
[51] COCCN(Cc1ccccc1OS(=O)(=O)c1ccc(F)cc1)C(=O)C1CCC1
[52] CCOc1ccc(NC(=O)CCSc2nnc(C)s2)cc1
[53] CC(=O)c1ccc(F)c(-c2cc(C)cc3c2OC(CNC(=O)/C=C/c2ccccn2)C3)c1 (stereo not given)
[54] CC(C)(C)c1cc(NC(=O)c2ccc(=O)[nH]c2)n(-c2ccccn2)n1
[55] COc1ccc2c(-c3cccnc3)cc(SCc3ccc(Cl)c(Cl)c3)nc2c1
[56] Cc1ccc(C)c(C(C)NC(=O)CN2C(=O)CNC2=O)c1 (stereo not given)

Screen / compound no. | 49 | 50 | 51 | 52 | 53 | 54 | 55 | 56
NPYLR7 agonist | 6 | -4 | 0 | -1 | 5 | 10 | 4 | 8
mcGAS inh | -2 | -7 | -8 | -5 | -11 | · | · | ·
hcGAS inh | -4 | -3 | -7 | -1 | -10 | -1 | -5 | -7

[57] Cc1c(C(=O)NCc2cccc([N+](=O)[O-])c2)sc(=O)n1Cc1ccc(Cl)c(Cl)c1
[58] C=CCn1c(SCc2ccccc2C#N)nnc1-c1ccc(F)cc1
[59] N#CC1C(=N)C(C#N)(C#N)C(C2C=CCCC2)C2CCCC=C12 (stereo not given)
[60] CC(=O)NC1Sc2ccccc2N=C1c1ccc(C)cc1 (stereo not given)
[61] CCn1nc(C)c(CNCc2c(C(=O)N3CCCCCCC3)nc3sccn23)c1C
[62] Cc1ccc(S(=O)(=O)C(CNC(=O)C2CC2)c2cccs2)cc1 (stereo not given)
[63] O=C1NC(C(=O)N2CCc3onc(-c4cccc5ccccc45)c3C2)CO1 (stereo not given)
[64] COC(=O)c1ccc(CSc2nnc(-c3cc(-c4ccccc4)nc4ccccc34)n2CC2CCCO2)c(OC)c1 (stereo not given)

Screen / compound no. | 57 | 58 | 59 | 60 | 61 | 62 | 63 | 64
NPYLR7 agonist | 3 | · | 10 | -18 | 6 | 2 | -6 | -5
mcGAS inh | · | -6 | · | · | · | -8 | -16 | -7
hcGAS inh | -5 | -9 | -5 | -11 | -3 | -11 | -4 | -4

Whole records, quoted from the list. Values in the order: NPYLR7 agonist, mcGAS inh, hcGAS inh
Entry for `Cc1ccc(C)c(C(C)NC(=O)CN2C(=O)CNC2=O)c1` (stereo not given) : 8, ·, -7
Entry for `CC(=O)N(Cc1ccccc1)Cc1nc2cc(Cl)ccc2o1` : 1, -3, 0
Entry for `CCOc1ccc(NC(=S)NCCO)cc1` : -1, ·, -10
Entry for `Cc1ccc(S(=O)(=O)C(CNC(=O)C2CC2)c2cccs2)cc1` (stereo not given) : 2, -8, -11
Entry for `CC(=O)c1ccc(F)c(-c2cc(C)cc3c2OC(CNC(=O)/C=C/c2ccccn2)C3)c1` (stereo not given) : 5, -11, -10

(continued)
[65] Cc1cc(OCCCn2cnc3ccccc32)ccc1[N+](=O)[O-]
[66] COCCCN(Cc1cccn1Cc1ccc(F)cc1)CC(O)C(C)C (stereo not given)
[67] COc1ccc(S(=O)(=O)NCC2CCCO2)cc1N1CCN(S(=O)(=O)c2cccc(C(F)(F)F)c2)CC1 (stereo not given)
[68] CCC(C)N(Cc1ccccc1OS(=O)(=O)c1ccc(F)cc1)C(=O)C(C)C (stereo not given)
[69] CN(CCOc1ccccc1)c1ncnc2[nH]ccc12
[70] Cn1c(Cl)cnc1C(O)C(F)(F)F (stereo not given)
[71] CCC(C)Nc1nc(OC)nc(Oc2ccc(=O)[nH]n2)n1 (stereo not given)
[72] O=C1NC(=O)C(CC(=O)N2CCN(c3nccc(-c4cccc(C(F)(F)F)c4)n3)CC2)N1 (stereo not given)

Screen / compound no. | 65 | 66 | 67 | 68 | 69 | 70 | 71 | 72
NPYLR7 agonist | 3 | -2 | 4 | 13 | -6 | 4 | 2 | 22
mcGAS inh | · | 1 | -8 | -5 | -11 | -16 | · | -8
hcGAS inh | -9 | 7 | -13 | 0 | -4 | -6 | -5 | -8

[73] CC1CCCC(C)N1CCNc1ccc2c(-c3ccccn3)noc2n1 (stereo not given)
[74] CC(=O)Nc1ccc(S(=O)(=O)N2CCCCC2C)cc1 (stereo not given)
[75] CC(C)(C)S(=O)(=O)c1ccc(NCC(O)COc2ccc(F)cc2)cn1 (stereo not given)
[76] Cc1ccsc1C(=O)NNC(=O)C1CCCC1
[77] Cc1nc(N2CCCC2)ncc1-c1cc(=O)[nH]c(NCc2ccccc2)n1
[78] Cc1sc(Br)cc1S(=O)(=O)N(C)CCN(C)C
[79] CCN(CC)S(=O)(=O)c1ccc2c(c1)nc(SCc1ccccc1OC(F)F)n2Cc1ccco1
[80] CCOC(=O)CSc1nnc(-c2ccc(Br)cc2)n1-c1ccccc1

Screen / compound no. | 73 | 74 | 75 | 76 | 77 | 78 | 79 | 80
NPYLR7 agonist | -2 | 0 | 0 | 13 | 4 | 3 | 24 | 0
mcGAS inh | -6 | · | -13 | · | · | · | -2 | -6
hcGAS inh | -7 | -10 | -5 | -12 | 1 | -11 | -4 | -3

[81] O=C(c1cc(F)ccc1C(F)(F)F)N1CC(=O)N2CCc3c(F)cccc3C2C1 (stereo not given)
[82] COc1cccc(CN2CCn3nc(C(=O)N4CCN(c5cccc(C(F)(F)F)c5)CC4)cc3C2=O)c1
[83] NC(=O)c1ccccc1NC(=O)c1c(O)c2ccccc2[nH]c1=O
[84] O=C(c1cc2n(n1)CCN(Cc1ccc(C(F)(F)F)cc1)C2=O)N1CCc2ccccc2C1
[85] O=C(CSc1nnc(-c2cccs2)n1C1CC1)c1cccs1
[86] CCn1cc(C(=O)N2CCN(C(=O)Cc3cccs3)CC2)c2nn(-c3ccccc3)c(=O)c-2c1
[87] CCCc1n[nH]c(=O)n1Cc1ccc(OC)cc1
[88] Cc1cccc(CC(C(=O)Nc2cccc3ccccc23)c2nn[nH]n2)c1 (stereo not given)

Screen / compound no. | 81 | 82 | 83 | 84 | 85 | 86 | 87 | 88
NPYLR7 agonist | 17 | -4 | -4 | 10 | 1 | 4 | 12 | 0
mcGAS inh | -6 | -5 | -6 | -8 | · | -6 | · | ·
hcGAS inh | -6 | -4 | -4 | -3 | -5 | -8 | -6 | 4
